mHTT CaM bind: mHTT-calmodulin interaction abrogation; inhibition, % at 15 µM; AID 1671202; 190,000 compounds, 3.6% hits; AlphaScreen His-mHTT/GST-CaM binding, luminescence; P42858;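 also: 0% = both proteins with DMSO and 100% = one protein alone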
Target sequence (P42858 whole entry, looked up, stated change not applied): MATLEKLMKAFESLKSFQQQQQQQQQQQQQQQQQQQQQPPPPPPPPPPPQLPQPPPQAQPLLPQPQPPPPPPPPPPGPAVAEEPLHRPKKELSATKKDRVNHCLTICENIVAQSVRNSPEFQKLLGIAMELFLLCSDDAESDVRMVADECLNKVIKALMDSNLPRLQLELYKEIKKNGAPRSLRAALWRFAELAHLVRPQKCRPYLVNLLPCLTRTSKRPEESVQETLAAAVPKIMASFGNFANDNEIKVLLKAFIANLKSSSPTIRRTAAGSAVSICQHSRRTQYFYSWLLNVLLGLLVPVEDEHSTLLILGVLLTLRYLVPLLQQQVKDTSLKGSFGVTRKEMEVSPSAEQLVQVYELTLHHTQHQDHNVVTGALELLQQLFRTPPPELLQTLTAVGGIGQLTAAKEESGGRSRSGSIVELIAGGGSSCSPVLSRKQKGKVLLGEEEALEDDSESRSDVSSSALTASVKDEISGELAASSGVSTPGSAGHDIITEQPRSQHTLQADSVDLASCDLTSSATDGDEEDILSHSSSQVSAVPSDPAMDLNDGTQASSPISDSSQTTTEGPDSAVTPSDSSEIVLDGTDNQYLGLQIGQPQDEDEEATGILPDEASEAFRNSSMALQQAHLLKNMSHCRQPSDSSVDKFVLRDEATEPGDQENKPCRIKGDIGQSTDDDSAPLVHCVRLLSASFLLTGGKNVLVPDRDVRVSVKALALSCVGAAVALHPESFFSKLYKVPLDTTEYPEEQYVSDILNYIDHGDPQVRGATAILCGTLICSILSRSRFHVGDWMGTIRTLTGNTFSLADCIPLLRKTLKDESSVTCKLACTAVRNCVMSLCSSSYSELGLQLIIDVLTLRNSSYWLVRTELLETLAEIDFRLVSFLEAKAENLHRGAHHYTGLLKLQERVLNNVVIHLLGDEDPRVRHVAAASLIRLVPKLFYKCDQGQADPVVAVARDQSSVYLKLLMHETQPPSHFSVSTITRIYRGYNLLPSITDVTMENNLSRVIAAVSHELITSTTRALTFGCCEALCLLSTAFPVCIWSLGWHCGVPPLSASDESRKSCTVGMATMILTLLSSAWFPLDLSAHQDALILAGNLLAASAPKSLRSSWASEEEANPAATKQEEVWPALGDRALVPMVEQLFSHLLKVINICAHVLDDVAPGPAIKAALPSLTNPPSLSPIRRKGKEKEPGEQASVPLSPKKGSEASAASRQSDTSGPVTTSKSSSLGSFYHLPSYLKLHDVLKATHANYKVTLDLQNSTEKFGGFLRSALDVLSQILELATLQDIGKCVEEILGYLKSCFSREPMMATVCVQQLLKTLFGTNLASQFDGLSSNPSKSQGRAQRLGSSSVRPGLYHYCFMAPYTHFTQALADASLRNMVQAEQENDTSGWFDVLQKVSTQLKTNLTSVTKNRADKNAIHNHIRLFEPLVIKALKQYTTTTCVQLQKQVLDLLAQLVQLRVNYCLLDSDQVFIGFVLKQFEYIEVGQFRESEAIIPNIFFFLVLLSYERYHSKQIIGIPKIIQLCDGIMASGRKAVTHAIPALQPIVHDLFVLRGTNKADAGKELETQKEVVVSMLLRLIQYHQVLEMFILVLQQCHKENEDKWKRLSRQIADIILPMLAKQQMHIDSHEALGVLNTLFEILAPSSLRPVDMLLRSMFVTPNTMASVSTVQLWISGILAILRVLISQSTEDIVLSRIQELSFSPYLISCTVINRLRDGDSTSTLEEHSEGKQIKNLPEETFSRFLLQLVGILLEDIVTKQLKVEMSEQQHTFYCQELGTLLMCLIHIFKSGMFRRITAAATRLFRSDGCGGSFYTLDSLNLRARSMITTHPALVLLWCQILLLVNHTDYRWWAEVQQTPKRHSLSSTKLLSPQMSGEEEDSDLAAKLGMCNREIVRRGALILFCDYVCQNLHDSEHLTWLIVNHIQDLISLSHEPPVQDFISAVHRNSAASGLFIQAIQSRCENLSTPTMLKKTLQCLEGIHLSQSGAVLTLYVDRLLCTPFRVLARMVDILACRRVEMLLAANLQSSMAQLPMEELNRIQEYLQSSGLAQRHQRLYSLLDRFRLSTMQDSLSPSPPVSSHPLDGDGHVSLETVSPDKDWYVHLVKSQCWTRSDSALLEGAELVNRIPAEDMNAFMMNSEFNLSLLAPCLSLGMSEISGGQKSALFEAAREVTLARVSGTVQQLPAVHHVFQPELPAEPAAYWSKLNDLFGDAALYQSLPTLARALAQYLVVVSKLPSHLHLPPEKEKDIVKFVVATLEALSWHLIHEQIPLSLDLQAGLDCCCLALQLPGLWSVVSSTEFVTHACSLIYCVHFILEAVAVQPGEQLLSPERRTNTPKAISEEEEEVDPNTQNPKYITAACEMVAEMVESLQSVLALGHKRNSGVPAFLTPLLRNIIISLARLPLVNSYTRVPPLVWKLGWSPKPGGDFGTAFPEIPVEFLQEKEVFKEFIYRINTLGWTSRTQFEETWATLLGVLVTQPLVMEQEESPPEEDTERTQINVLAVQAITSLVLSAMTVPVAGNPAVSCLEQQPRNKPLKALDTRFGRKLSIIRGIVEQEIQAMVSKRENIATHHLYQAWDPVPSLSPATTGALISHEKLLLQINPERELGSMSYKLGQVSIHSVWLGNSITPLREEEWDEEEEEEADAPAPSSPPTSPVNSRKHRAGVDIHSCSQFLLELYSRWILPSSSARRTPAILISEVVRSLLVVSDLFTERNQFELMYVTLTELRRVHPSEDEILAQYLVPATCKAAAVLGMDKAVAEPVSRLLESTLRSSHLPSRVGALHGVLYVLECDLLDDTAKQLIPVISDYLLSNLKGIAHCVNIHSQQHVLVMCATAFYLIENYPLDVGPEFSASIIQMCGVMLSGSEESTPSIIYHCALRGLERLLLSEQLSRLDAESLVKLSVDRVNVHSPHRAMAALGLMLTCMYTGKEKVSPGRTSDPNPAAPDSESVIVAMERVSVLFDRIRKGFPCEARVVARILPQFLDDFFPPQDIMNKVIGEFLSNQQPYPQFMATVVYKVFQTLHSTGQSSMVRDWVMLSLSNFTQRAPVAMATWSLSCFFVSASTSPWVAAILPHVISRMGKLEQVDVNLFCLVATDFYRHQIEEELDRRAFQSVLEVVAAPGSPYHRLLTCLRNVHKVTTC
Pf apPOL inh: Pf-apPOL DNA polymerase inhibition | Recombinant Pf-apPOL, molecular beacon fluorescence, 1.5 h | inhibition, % at 10 µM | 210,000 compounds, 0.25% hits | AID 1794808
Active calls of the source: *; i = inactive; / = not tested or not shown; & = joins results of further samples. Rule as the data show it: active = inhibition above about 50%; inactive = the rest. An unsorted share of the library; any-hit rate near 3.5%.

SMILES	mHTT CaM bind	Pf apPOL inh
COc1cccc2c1C(=O)c1c(O)c3c(c(O)c1C2=O)CC(O)(C(=O)CO)CC3OC1CC(N)C(O)C(C)O1 (stereo unspecified)	/	i
CCN(CC)CCNC(=O)C1CCN(c2nnc3ccccn23)CC1	6	-4
COc1cc(C2=N/C(=C\c3cccc(Cl)c3)C(=O)O2)cc(OC)c1OC	2	2
COCCNC(=O)c1cc2c(s1)N(C)CCC2	-2	3
O=C(NC1CC1)c1ccc(N2CCC(NCc3cc(F)ccc3O)C2)nc1 (stereo unspecified)	-6	-6
Cc1cc(C)nc(SCC(=O)c2ccc(Cl)cc2)n1	1	0
COc1cccc(NC(=O)C2c3cc(OC)c(OC)cc3C(=O)N(C)C2c2cccnc2)c1 (stereo unspecified)	7	-10
Cc1sc2nc3n(c(=O)c2c1C)CCCCC3	-5	/
COc1cccc(C2NC(=O)NC(C)=C2C(=O)Nc2cccc(Cl)c2)c1OC (stereo unspecified)	7	-3
Cc1cc(C)c(-c2csc(NC(=O)c3ccccc3S(C)(=O)=O)n2)c(C)c1	5	0
CCCC(=O)Nc1cc(-c2ccccc2)nn1-c1cccc(F)c1	-14	-5
O=C1C2C3C=CC(CC3)C2C(=O)N1c1nccs1 (stereo unspecified)	2	-4
Cc1nc(C#Cc2cccnc2)cs1	/	7
Cc1cc(C)cc(N2CN=C3SCC(=O)N3C2)c1	18	-1
O=C(c1ccc(OCC2CCN(C(=O)c3cccs3)CC2)cc1)N1CCCC1	5	-1
COc1ccc(NS(=O)(=O)c2cc3c4c(c2)C(C)C(=O)N4CCC3)cc1Cl (stereo unspecified)	21	5
CCN1C(=O)C(O)(CC(=O)c2ccc(Br)cc2)c2ccccc21 (stereo unspecified)	3	-9
Cc1ccc(Cn2cc(CN3CC(N4CCCCC4)CS3(=O)=O)nn2)cc1 (stereo unspecified)	-11	-11
CC(C)(C)c1ccc(S(=O)(=O)N2CCCC2C(=O)O)cc1 (stereo unspecified)	1&3	1&-3
COc1ccc(OC)c(S(=O)(=O)N2CCN(Cc3nc4ccccc4n3C)CC2)c1	-6	-8
CCC(=O)NCc1nc2c(n1CC)CN(C(=O)c1ccc(Cl)s1)CC2	9	0
COc1nn(C)cc1C(=O)Nc1nnc(SCC(=O)N2CCc3ccccc32)s1	-11	-5
C=CCN1CC(c2nc3ccccc3n2CC(O)COc2cc(C)ccc2C)CC1=O (stereo unspecified)	-14	-4
O=C(O)c1cc2c3c(c1)C1C=CCC1C(c1ccc(F)cc1)N3CC1CC=CC21 (stereo unspecified)	96*	-2
CC(=O)N1CCN(c2ccc(NC(=O)c3ccc([N+](=O)[O-])cc3)cc2)CC1	0	-6
CC(C)(C)NC(=O)c1nn2c(C(F)(F)F)cc(-c3ccccc3)nc2c1Cl	-3	25
CCCCN(CCCC)c1c([N+](=O)[O-])c(=O)oc2ccccc12	24	0
Cc1c(NC(=O)c2ccc(Br)cc2)cccc1-c1nc2ncccc2o1	0	-1
CC1=NN(C(=O)COc2ccc(Cl)cc2C)C(O)(C(F)F)C1 (stereo unspecified)	42	4
Cc1nc(S(=O)(=O)NC2CCS(=O)(=O)C2)cn1C (stereo unspecified)	/	-8
O=C1OC(c2ccccc2Br)=N/C1=C\c1ccc(I)cc1	-3	4
Cc1ccc(-c2ccc(SCC(=O)O)nn2)cc1	-2	-6
Cc1cccc(C(=O)N2CCc3cc(-c4ccno4)ccc32)c1	0	-1
Cn1nc(C(=O)NCc2cc(-c3ccc4c(c3)OCO4)on2)ccc1=O	-11	-4
Cc1cc(C)c(NC(=O)Cn2cnc(C)c(C)c2=O)c(C)c1	-2	-4
CCN1CCC(=C2C(C#N)=C(N)C(C#N)(C#N)C3=CCN(CC)CC32)CC1 (stereo unspecified)	-1	/
Cc1ccccc1NC(=O)N1CCc2[nH]c3ccccc3c2C1	40	-3
COc1cccc(NC(=O)CN2CCC3(CC2)N=C(c2ccc(F)cc2)C(=O)N3)c1	0	-4
CCOc1ccc(C(=O)Nc2ccc3oc(-c4cccnc4)nc3c2)cc1Br	0	-4
Cc1ccc(-c2nnc(CCC(=O)N3CCC(C)CC3)c(=O)[nH]2)cc1Cl	4	3

In the list so far, 3 have two or more sulfur atoms:
SMILES	mHTT CaM bind	Pf apPOL inh
Cc1cc(C)c(-c2csc(NC(=O)c3ccccc3S(C)(=O)=O)n2)c(C)c1	5	0
COc1nn(C)cc1C(=O)Nc1nnc(SCC(=O)N2CCc3ccccc32)s1	-11	-5
Cc1nc(S(=O)(=O)NC2CCS(=O)(=O)C2)cn1C (stereo unspecified)	/	-8

Whole records, quoted from the list. Order of values: mHTT CaM bind | Pf apPOL inh
`CC(=O)N1CCN(c2ccc(NC(=O)c3ccc([N+](=O)[O-])cc3)cc2)CC1` is listed with 0 | -6
`Cc1ccccc1NC(=O)N1CCc2[nH]c3ccccc3c2C1` is listed with 40 | -3
`Cc1cccc(C(=O)N2CCc3cc(-c4ccno4)ccc32)c1` is listed with 0 | -1
`O=C1OC(c2ccccc2Br)=N/C1=C\c1ccc(I)cc1` is listed with -3 | 4
`Cc1cc(C)c(NC(=O)Cn2cnc(C)c(C)c2=O)c(C)c1` is listed with -2 | -4

Continuation.
SMILES	mHTT CaM bind	Pf apPOL inh
O=C(NCc1ccc(-n2ccnc2)cc1)c1cccnc1	1	1
COc1ccc(-n2nc(C(=O)Nc3ccc4c(c3)OCCO4)c3ccccc3c2=O)c(OC)c1	0	-5
N#CC1=C(N)Oc2n[nH]c(-c3ccc4c(c3)OCO4)c2C1c1cccnc1 (stereo unspecified)	-1	-5
Cn1cccc1C(CNC(=O)c1ccc(F)cc1F)N1CCc2ccccc2C1 (stereo unspecified)	8	-6
CC(C)C(=O)Nc1ccc(C2(C(=O)NCCN3CCCCC3)CCCCC2)cc1	-2	3
COC(=O)CCCN1C(=O)C(=Cc2ccc(OC)cc2)SC1=S	24	2
Cc1cc(N2CCOCC2)nc2ccc(NC(=O)CCC(=O)NC3CCCC(C)C3C)cc12 (stereo unspecified)	1	-7
O=C(C1COC2(CCCCC2)N1C(=O)c1ccccc1Cl)N1CCOCC1 (stereo unspecified)	-6	1
CC(=O)c1cc2cc3c4c(c2oc1=O)CCCN4CCC3	-28	-13
C=CCOc1ccc2c(C)c(CC(C)O)c(=O)oc2c1 (stereo unspecified)	-1	-4
O=C(NCCc1ccccc1Cl)c1cc2n(n1)CCCN(Cc1ccccc1)C2=O	-2	0
N#CC1=C(N)SC(N)=C(C#N)C1c1ccc(Cl)cc1Cl	8	-8
Cc1ccc(CSC2=NCCCN2C2CCCCC2)cc1	/	1&4
COc1ccccc1NC(=O)N1CCc2c(c3cc(F)ccc3n2C)C1	82*	-4
COc1cc(C(N)=NO)ccc1O	-2	-4
CC(C)C(=O)NCCc1csc(C2CCCN(C(=O)Cc3ccccc3F)C2)n1 (stereo unspecified)	1	-2
Cc1nc2ccccc2n1C(=O)c1ccccc1C(=O)O	5	-4
O=C(CSc1nnc(N2CCN(c3ccc(F)cc3)CC2)s1)NCC1CCCO1 (stereo unspecified)	-11	31
Cc1ccc(-c2c(C(=O)NCC3CC3)nc3ccccn23)cc1	-11	4
Cc1nn(-c2ccc(C(=O)NCCC(C)C)cc2)c2c1C(=O)CC(C)(C)C2	6	0
N#Cc1ccsc1NC(=O)c1cccc(Cl)c1	-9	-8
Cc1ccc(N2CCN(Cc3nc(C(=O)Nc4ccc(F)cc4)co3)CC2)cc1	1	0
O=C(Cn1cnc2ccccc2c1=O)N1CCN(S(=O)(=O)C2CC2)CC1	-11	-5
CC(=O)C1=C(C)NC(SCC(=O)c2ccc(Cl)c(Cl)c2)=C(C#N)C1c1ccco1 (stereo unspecified)	54*	2
CC(=O)N1CCN(c2ccc(NC(=O)COc3ccc(Cl)cc3Cl)cc2)CC1	50*	-16
CC(=Nc1ccccc1C)C1=C(O)CC(C)(C)CC1=O	-9	-11
Cc1ccc(S(=O)(=O)N2CCN(C(=O)N3CCOCC3)C2c2ccc(N(C)C)cc2)cc1 (stereo unspecified)	19	0
COc1cc([N+](=O)[O-])ccc1NC(=O)COc1ccc(Br)cc1C	-2	0
O=C(NCC1CCCO1)N1CCC(CCOc2ccccc2)CC1 (stereo unspecified)	-9	2
CC(=O)N1CCN(Cc2ccc(Cl)cc2)CC1	-5	2
Cc1ccc(NC(=O)NCC2CCN(Cc3cccc(C)c3)CC2)cc1	3	-7
Cc1ccc(C(=O)N2CCN(C(C(=O)N3CCSCC3)C3CCCC3)CC2)cc1 (stereo unspecified)	12	-2
O=C1N(CN2CCN(c3cccc(C(F)(F)F)c3)CC2)c2ccccc2C12OCCCO2	4	-8
Cn1nc(COCc2cccc(F)c2)c2c1CCN(C(=O)NCc1ccccc1)C2	12	-5
CCCC(=O)N1CCc2c(c(COCc3ccc(C)cc3)nn2C)C1	3	-6
CCN(CC)S(=O)(=O)c1ccc(C)c(C)c1C	-15	4
COc1cccc(N2CCN(C3CC(=O)N(c4ccc(Cl)c(Cl)c4)C3=O)CC2)c1 (stereo unspecified)	-3	-6
COc1ccc(CC(=O)Nc2ccccc2Cl)cc1	-10	-12
COc1ccc(-n2c3nc(=O)[nH]c(=O)c-3cc3ccccc32)cc1	7	4
COc1ccc(-c2noc(C3CCN(CC(=O)Nc4c(C)cccc4C)CC3)n2)cc1	15	-5

Given bar-delimited: part of the list above
smiles | mHTT CaM bind | Pf apPOL inh
Cn1nc(COCc2cccc(F)c2)c2c1CCN(C(=O)NCc1ccccc1)C2 | 12 | -5
CCCC(=O)N1CCc2c(c(COCc3ccc(C)cc3)nn2C)C1 | 3 | -6
CCN(CC)S(=O)(=O)c1ccc(C)c(C)c1C | -15 | 4
COc1cccc(N2CCN(C3CC(=O)N(c4ccc(Cl)c(Cl)c4)C3=O)CC2)c1 (stereo unspecified) | -3 | -6
COc1ccc(CC(=O)Nc2ccccc2Cl)cc1 | -10 | -12
COc1ccc(-n2c3nc(=O)[nH]c(=O)c-3cc3ccccc32)cc1 | 7 | 4

(cont.)
SMILES	mHTT CaM bind	Pf apPOL inh
Cc1cccc(CNC(=O)C2CC(=O)N(CCc3ccccc3)C2)c1 (stereo unspecified)	-5	-1
Cc1ccc(-n2nc3c4c(cccc4c2=O)-c2ccccc2-3)cc1	-9	1
CCc1ncn2ccnc(NCC3CCCO3)c12 (stereo unspecified)	6	-5
CCC(CC)C(=O)NCc1ccc(Cl)cc1	-7	-6
O=[N+]([O-])c1cc(S(=O)(=O)NCc2ccco2)ccc1NN=Cc1cccnc1	/	-5
Cc1ccc(OCC(=O)Nc2ccc(C(N)=O)cc2)cc1C	3	3
CC(=O)Nc1cc(I)cc(C(=O)O)c1	0	-3
N#Cc1ccc(Cl)cc1NC(=O)c1ccc(N2CCOCC2)nn1	-5	-3
O=C(NCCc1ccc(F)cc1)C(=O)Nc1ccc(Cl)cn1	-10	-6
Cc1ccn2c(NC(=O)C(C)C)c(-c3cccc(F)c3)nc2c1	-1	5
COc1ccc(/C=C/C(=O)Nc2cccc(Cl)c2Cl)cc1OC	8	-6
O=C1S/C(=C\c2ccc(Br)o2)C(=O)N1Cc1ccc(F)cc1	1	-55
Cc1ccc(-c2ncc(C(=O)NCc3cccnc3)c(N3CCCCC3C)n2)cc1 (stereo unspecified)	25	-2
Cc1ccc(C(=O)O)cc1NC(=O)c1ccc(Cn2nc(C)c(Cl)c2C)o1	4	14
COc1ccc(S(=O)(=O)N2CCCc3cc(NC(=O)c4snnc4C)ccc32)cc1	11	-6
COc1ccc(Oc2coc3cc(OC(=O)c4cccc(OC)c4)ccc3c2=O)cc1	-3	0
COc1ccc(CC2CCN(C(=O)Nc3ccc(OC)cc3)CC2)cc1	1	-6
CCOCCCNC(=O)C(NC(=O)CC1NC(=O)NC1=O)c1ccc(Cl)cc1 (stereo unspecified)	6	3
N#Cc1cc2c(nc1SCC(=O)Nc1ccccc1F)CCCCC2	-7	0
CCCC12CN3CC(CCC)(CN(C1)C3c1ccccc1C)C2=O (stereo unspecified)	-39	-5
CC(=O)N1CCc2cc(NS(C)(=O)=O)ccc21	-13	-2
COc1ccccc1/C=C/C=c1\sc2nc(=O)c(Cc3ccccc3)nn2c1=O	51*	-5
Cc1cc(OCC(=O)Nc2ccc(C)c(Cl)c2)nc(N2CCCC2)n1	2	6
C=CCOc1ccc(-c2nc(C(=O)N3CCOCC3)cs2)cc1	-3	-6
COc1ccc(-c2nnn(Cc3nc(N)nc(N4CCOCC4)n3)n2)cc1OC	1	2
COc1cc(OC)c(C2C(C(=O)Nc3ccc(Cl)cc3)=C(C)Nc3nnnn32)cc1OC (stereo unspecified)	30	3
CCOC(=O)N1CCC(NC2C3CC4CC(C3)CC2C4)CC1 (stereo unspecified)	-1	0
CCOC(=O)c1nc(C)nc(Sc2ccc(Cl)cc2)c1C	/	-19
COc1ccccc1NC(=O)C1=C(C)Nc2nnnn2C1c1ccc(C(C)C)cc1 (stereo unspecified)	11	-9
CC(C)(C)c1cc(C(=O)N2CCCc3ccccc32)n(Cc2ccccc2)n1	/	-4
O=C(COc1ccc(Cl)cc1Cl)Nc1ccc(F)cc1F	-11&-10	-1&-7
COc1cc(OC)c(C2NCCC3(O)CCCCC23)cc1OC (stereo unspecified)	-2	-16
CCCC(=O)N1CCCC(c2ccnc(-c3cccc(F)c3)n2)C1 (stereo unspecified)	2	-2
COc1ccc(C(CCN2CCOCC2)c2c(OC)cc(OC)c3c(-c4ccccc4)cc(=O)oc23)cc1 (stereo unspecified)	66*	-8
CC(=O)Nc1ccc(-c2nnc(SCc3ccc(C)cc3)n2C)cc1	4	1
CC(=O)Nc1cc(C2CC2)nn1-c1ccccc1	/	4
CCNc1cc(N2CCCC(CCC(=O)N3CCCN(c4ncccn4)CC3)C2)ncn1 (stereo unspecified)	4	-5
CCc1ccc(NC(=O)N2CCc3cn(C)c4cccc(c34)C2)cc1	18	0
Cc1ccc(C23CC4CC(CC(CN)(C4)C2)C3)cc1	5	1
CCc1ccc(C2=CC(c3cccc(OC)c3OC)n3nnnc3N2)cc1 (stereo unspecified)	-2	-7
